# Screens as filed in PubChem BioAssay.
# RSV antiviral HEp-2 = RSV antiviral activity via CPE protection, HEp-2 cells, primary 10 µM value included (AID 2391). HEp-2 cells, RSV-induced CPE inhibition; higher % means a stronger effect. CPE inhibition, % at 10 µM, or IC50 in µM where a hit was titrated. 0.13% of 310,000 active; in the data active means a potency from the dose series; further: strong numbers were not always called active
# PhoP inhibition = inhibitors of PhoP regulon expression, primary screen, Salmonella Typhimurium, GFP reporter (AID 1863). S. Typhimurium PhoP-regulated promoter GFP reporter, 4 h; higher % means a stronger effect. inhibition, % at 50 µM, or IC50 in µM where a hit was titrated. 0.16% of 300,000 active;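 active means inhibition over 29.93%, a cutoff 3 SD above the screen mean, later confirmed by dose response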;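 further: 0% = low Mg2+ inducing control and 100% = high Mg2+ repressing control; strong numbers were not always called active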
# human PMI inhibitors = human PMI inhibitors, high substrate, primary screen, biochemical, fluorescence intensity, high mannose 6-phosphate (AID 1220) | Mannose-6-phosphate isomerase (Homo sapiens) | recombinant PMI enzyme, coupled fluorescence intensity; higher % means a stronger effect | inhibition, % at 20 µM; hits with a dose series show IC50 in µM | 0.66% of 190,000 active
# Myeloid diff 2 = induction of myeloid progenitor differentiation, primary screen, cell-based, flow cytometry, MLPCN library; ER-HoxA9 myeloid progenitors, lysozyme-GFP differentiation; calls only at 10 µM; 1% of 360,000 active;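 active means normalized GFP-positive differentiation at or above the plate's own cutoff, the solvent-only control mean plus 3 SD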;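 further: cells exposed to compound for four days before flow analysis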
# XIAP antagonists = XIAP antagonists, biochemical, IAP family, fluorescence polarization (AID 1018); E3 ubiquitin-protein ligase XIAP (Homo sapiens); XIAP BIR domain, fluorescence polarization peptide displacement; higher % means a stronger effect; displacement, % at 20 µM, or IC50 in µM where a hit was titrated; 0.007% of 200,000 active; in the data active means displacement above about 50%; further: a part of the inactive calls stands beside numbers as strong as those of hits
# SIAH1 antagonists = Siah-1 peptide-binding antagonists, primary screen, biochemical, fluorescence polarization, rhodamine-plectin, uHTS (AID 1817); one-dose displacement, % at 20 µM; IC50 in µM for titrated hits; Siah-1 / rhodamine-plectin peptide fluorescence polarization; higher % means a stronger effect; E3 ubiquitin-protein ligase SIAH1 (Homo sapiens); 0.02% of 290,000 active;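 active means displacement of at least 50% at 20 µM, with a fluorescence ratio check between 0.3 and a set limit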;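 further: plate controls were Siah plus tracer with DMSO for no effect and tracer alone without Siah for full effect; strong numbers were not always called active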
# WT yeast gro inh = growth inhibition of WT strain, primary screen, mitochondrial fusion inhibitor project, WT and mutant strains, chemical genetic. mitochondrial fusion phenotypic screen. inhibition, % at 10 µM. 2.1% of 190,000 active. AID 1362, 2008; in the data active means inhibition above about 58%; tested in S. cerevisiae
# TNAP activators = human TNAP enzyme activators, primary screen, biochemical, luminescent, no phosphate acceptor, uHTS (AID 1001); Alkaline phosphatase, tissue-nonspecific isozyme (Homo sapiens); purified TNAP, luminescent activation assay, no phosphate acceptor; higher activation fold means a stronger effect; one-dose activation fold at 20 µM; EC50 in µM for titrated hits; 0.03% of 200,000 active; in the data active means activation fold from about 3, or a potency from the dose series; inactive means the rest, 99 in 100 with activation fold below about 1.6; further: many of its hits are not listed in these tables
# PMI inhibitors = inhibitors of human PMI, primary screen, biochemical, fluorescence intensity, coupled assay (AID 1209); Mannose-6-phosphate isomerase (Homo sapiens); 0.42% of 190,000 active; purified PMI enzyme, coupled fluorescence intensity; higher % means a stronger effect; one-dose inhibition, % at 20 µM; IC50 in µM for titrated hits;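 further: plate controls were DMSO vehicle for no effect and wells lacking substrate for full effect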
# WT yeast gro inh mutant strain = second read-out of WT yeast gro inh, no call of its own (marks repeat the call); inhibition, %; mitochondrial fusion phenotypic screen, mutant strain inhibition
# Myeloid diff 2 GFP+ MAC1+ % = further read-out of Myeloid diff 2, marked with its call; GFP+ MAC1+ double positive, %; measured here: differentiation confirmed by MAC1 staining
# * hit, by the source's call; i = inactive; . = no result given. Unless noted, no stated cut-off is given here; in the data, active means inhibition above about 50%; inactive means the rest.
SMILES,RSV antiviral HEp-2,PhoP inhibition,human PMI inhibitors,Myeloid diff 2,Myeloid diff 2 GFP+ MAC1+ %,XIAP antagonists,SIAH1 antagonists,WT yeast gro inh,WT yeast gro inh mutant strain,TNAP activators,PMI inhibitors
CCC1CCCCN1Cc1ccc(N)cc1 (stereo unspecified),2.5%,0.5%,-5.6%,i,0.8,-9.7%,-2.3%,-0.7,5.3,1,-7.5%
Cc1ccc2nc(SCC(=O)NCc3ccco3)c(C)cc2c1,6.0%,.,12.3%,i,1.0,-2.9%,20.6%,4.0,-5.3,1,14.8%
CC(C)Cc1nc2sc3c(=O)[nH]cnc3c2c2c1CCC2,12.2%,-5.2%,4.4%,i,0.4,-2.7%,5.3%,0.5,-10.2,1.1,12.4%
CC(=O)c1cnc2c(-c3ccccc3)cnn2c1C,0.4%,-13.2%,-2.1%,i,0.0,-5.1%,0.2%,0.3,-20.1,1,2.4%
CCCCCc1c(C)nc(N2CCOCC2)[nH]c1=O,0.8%,2.0%,14.4%,i,9.5,-6.4%,0.7%,-12.2,4.2,1.1,11.3%
O=C(CSc1nnc(C2COc3ccccc3O2)o1)N1CCCC1 (stereo unspecified),1.2%,-4.6%,-4.9%,i,0.5,-2.7%,8.4%,12.2,-8.8,1.1,-4.8%
CCOc1ccc(CCNC(=O)c2cc3sccc3n2CC)cc1OCC,8.7%,-3.1%,4.6%,i,0.5,-7.9%,-1.4%,3.8,-7.4,1.1,13.4%
COc1ccc(-c2cc(Nc3ccccc3NC(=O)C(F)(F)F)n(CCC#N)n2)cc1,2.8%,2.9%,-1.6%,i,1.6,-2.4%,-0.1%,-14.7,-3.5,1.2,-2.3%
CC(=O)N1CCN(CC(=O)O)CC1,0.9%,-2.9%,0.1%,.,.,-8.5%,-1.1%,-15.4,0.0,1.1,-8.9%
CCOCCCNC(=O)c1cn(CC)c2ccc(S(=O)(=O)N3CCC(C)CC3)cc2c1=O,2.2%,-13.6%,.,i,0.4,.,-2.1%,.,.,.,.
COc1ccc(CC(=O)NC2=NCCS2)cc1,1.1%,-4.5%,3.3%,i,0.8,-3.8%,-3.5%,3.6,-10.0,1.2,5.4%
COC(=O)c1cc(C(=O)c2cc(Cl)ccc2O)coc1=N,0.0%,-11.7%,0.9%,i,0.4,-10.6%,-1.9%,22.7,5.4,1,-1.0%
CCn1c(C)cc2c(c1=O)C(c1ccc3c(c1)OCO3)C(C#N)=C(N)O2 (stereo unspecified),.,-10.4%,-7.4%,i,8.1,-3.6%,-0.8%,27.4,-24.4,1,-6.1%
O=C(CC12CC3CC(CC(C3)C1)C2)NCO,1.6%,-5.5%,0.9%,i,0.5,-3.2%,-4.8%,10.0,-1.0,1.1,1.9%
CC(c1ccco1)N(C(=O)c1ccc(C(F)(F)F)cc1)c1ccccn1 (stereo unspecified),-1.0%,-7.5%,8.9%,i,1.0,-5.3%,0.3%,15.5,11.5,1.1,-1.0%
CCOCCCNC(=O)c1ccc(C2SCC(=O)N2Cc2ccccc2)cc1 (stereo unspecified),8.1%,-2.7%,.,i,0.9,.,-1.4%,.,.,.,.
COc1c(Br)cc2c(C)c(C(=O)O)oc2c1Br,0.9%,3.9%,-25.7%,i,0.3,-1.5%,-6.7%,-11.8,-17.0,1.1,-29.3%
NC(=O)c1cc2c3ccccc3ccn2c1-c1ccccc1,7.3%,-10.8%,.,i,0.9,.,4.8%,.,.,.,.
Cc1cccc(N(C(=O)CNC(=O)c2cccs2)C(C(=O)NC2CCCC2)c2ccncc2)c1 (stereo unspecified),0.6%,0.6%,.,i,0.2,.,6.4%,.,.,.,.
Cc1ccc(S(=O)(=O)N2CCCCC2)c2nsnc12,1.1%,1.8%,.,i,0.9,.,1.0%,.,.,.,.
NC(=O)C1CCN(Cc2nc3cc(Cl)ccc3c(=O)[nH]2)CC1,1.9%,10.8%,3.8%,i,1.2,-5.3%,9.3%,-0.7,3.9,1,4.8%
CCS(=O)(=O)N1CCN(S(=O)(=O)c2ccccc2[N+](=O)[O-])CC1,-2.4%,0.4%,0.3%,i,0.7,-5.3%,-2.2%,-9.1,-4.3,1,-10.9%
CCOc1ccc(NC(=O)c2cc(SC)ccc2Cl)cc1,0.4%,-2.0%,7.3%,i,0.2,-2.5%,8.4%,-12.4,10.5,1.1,14.0%
Cc1ccc(C)c2[nH]c(=O)c(CN(CC3CCCO3)C(=O)NC3CCCCC3)cc12 (stereo unspecified),1.1%,-17.3%,-4.5%,i,0.5,-5.1%,6.8%,-19.0,-0.4,1.1,-0.3%
N#Cc1sc2nc3c(c(-c4ccco4)c2c1N)CCCC3,16.4%,9.0%,12.5%,i,0.8,-19.8%,26.3%,-2.5,0.5,1.1,-3.3%

# Single values from the entries so far:
# CC(C)Cc1nc2sc3c(=O)[nH]cnc3c2c2c1CCC2 in RSV antiviral HEp-2 is listed with 12.2%
# CCCCCc1c(C)nc(N2CCOCC2)[nH]c1=O in Myeloid diff 2 GFP+ MAC1+ % is listed with 9.5

# (continued)
SMILES,RSV antiviral HEp-2,PhoP inhibition,human PMI inhibitors,Myeloid diff 2,Myeloid diff 2 GFP+ MAC1+ %,XIAP antagonists,SIAH1 antagonists,WT yeast gro inh,WT yeast gro inh mutant strain,TNAP activators,PMI inhibitors
Cc1c(C(C)(C)O)[nH]c2ccc(C#N)cc12,4.2%,-7.7%,.,i,0.6,.,-2.5%,.,.,.,.
O=C(NCCc1ccc(Cl)cc1)C1(c2ccccc2)CC1,0.8%,6.4%,.,i,0.0,.,1.2%,.,.,.,.
COc1ccc(/C=N/NC(=O)c2ccco2)cc1Cn1nc(C)cc1C,1.1%,7.8%,-7.7%,i,0.2,-6.5%,-8.6%,5.3,10.8,1.1,-14.6%
COc1ccc(Br)c(C(=O)Nc2cccc(Cl)c2Cl)c1,1.1%,-8.4%,-6.7%,i,0.4,-4.1%,4.9%,12.7,-10.5,1,8.6%
CC/C(=N\NC(=O)c1csc(C)c1C)c1cccs1,0.4%,-3.4%,-4.6%,i,0.4,-1.5%,-1.6%,-6.7,-2.8,1,-12.8%
Cc1cc(C)cc(C(=O)NCc2ccc3c(c2)OCO3)c1,1.7%,-2.7%,.,i,0.6,.,-0.4%,.,.,.,.
CCC(=O)NC(c1ccccc1)c1c(OC(C)=O)ccc2ccccc12 (stereo unspecified),1.8%,.,10.3%,i,0.2,-1.7%,5.3%,20.2,-5.8,1.1,11.2%
CCCNC(=O)CN1C(=O)NC2(CCCc3cc(OC)ccc32)C1=O (stereo unspecified),0.4%,-1.6%,10.1%,i,6.1,-3.2%,5.7%,-39.9,-13.0,1.1,18.2%
Cc1cccc(N2CCN(C(=O)COCc3cc(-c4ccc5c(c4)OCO5)on3)CC2)c1C,0.1%,-5.8%,.,i,0.4,.,-6.7%,.,.,.,.
CCCCCCC(C)n1[nH]c(=O)cc1N (stereo unspecified),-0.4%,0.2%,.,i,0.5,.,0.5%,.,.,.,.
CCc1ccccc1NC(=O)c1ccoc1C,0.8%,-2.3%,1.1%,i,2.1,-1.3%,1.6%,0.4,-6.3,1,2.4%
Oc1cccc(-n2nnnc2SCc2ccccc2F)c1,21.2%,10.9%,.,i,1.0,.,2.6%,.,.,.,.
CS(=O)(=O)N(CC(=O)N1CCCC1)Cc1ccc(Cl)cc1,1.0%,-0.7%,-5.2%,i,0.8,-4.1%,-2.4%,1.2,3.3,1.1,-4.9%
CCCCNC(=O)C1CCCN(S(=O)(=O)c2ccc(S(=O)(=O)NCC(C)C)cc2)C1 (stereo unspecified),-1.4%,7.1%,8.7%,i,5.0,-7.2%,1.5%,-7.7,-7.5,1,9.0%
CC(C)(C)OC(=O)NCc1nc(N)n[nH]1,0.8%,2.3%,-3.6%,i,0.5,-3.7%,6.6%,0.4,0.1,1,2.7%
C=CCN(CC=C)C(=O)c1cccc(S(=O)(=O)N2c3ccccc3CC2C)c1 (stereo unspecified),3.5%,-6.1%,.,i,0.6,.,6.2%,.,.,.,.
CC(=O)Nc1ccc(S(=O)(=O)N[C@@H](C)C(=O)OCc2ccc(Cl)cc2)cc1,3.8%,-8.0%,6.5%,i,1.3,2.4%,1.6%,-7.2,8.7,1.1,15.5%
COc1cc(C(c2c(C)[nH][nH]c2=O)c2c(C)[nH][nH]c2=O)ccc1OC(=O)c1cccc([N+](=O)[O-])c1,0.8%,7.8%,34.9%,i,0.7,-4.8%,-2.4%,15.9,1.6,1.3,17.3%
Cc1cc(C)n2nc(Nc3ccccc3)cc2n1,6.2%,0.9%,14.0%,i,0.6,-2.9%,1.2%,7.2,-1.4,1.1,15.7%
COc1ccc(-n2ncc3c2CC(C)(C)CC3NC(=O)CCCN2CCCC2=O)cc1 (stereo unspecified),-0.5%,2.0%,.,i,2.8,.,-2.0%,.,.,.,.
Cc1ccc(CN2CCN(Cc3cn[nH]c3-c3cccc(F)c3)CC2CCO)o1 (stereo unspecified),0.3%,-5.1%,1.4%,i,0.3,-7.2%,-0.3%,0.0,8.8,1,-9.2%
CCOc1ccc(NC(=O)Nc2cccn(Cc3ccccc3)c2=O)cc1,-0.7%,0.0%,23.2%,i,0.7,-5.9%,4.0%,15.1,-0.9,1.1,12.8%
CCOC(=O)N1CCN(c2c(N3CCN(c4cccc(C(F)(F)F)c4)CC3)c(=O)c2=O)CC1,1.0%,-0.7%,9.2%,i,8.5,1.3%,3.7%,8.8,-5.0,1,9.4%
O=C(Nc1ccc(F)cc1)c1cccc(NC(=O)C2C3CC4OC(=O)C2C4C3)c1 (stereo unspecified),1.9%,2.8%,-5.5%,i,0.3,-4.6%,1.5%,-15.4,-7.5,1.1,-4.5%
CCc1ccc(C(=O)COC(=O)c2cnc(C)cn2)cc1,0.6%,1.4%,-1.0%,i,0.1,-6.7%,-2.4%,-4.5,3.8,1.1,-6.7%
CCS(=O)(=O)Nc1ccc(Cc2ccc(NS(=O)(=O)CC)cc2)cc1,-0.8%,1.1%,-0.6%,i,7.3,-2.8%,2.5%,-7.1,-2.3,1.2,-1.9%
CC(C)(C)NC(=O)c1nc2nc(-c3ccccc3)cc(C(F)(F)F)n2n1,1.7%,-8.8%,-2.7%,i,0.5,-6.2%,-3.9%,-15.4,-3.3,1,-2.2%
O=C(NCCc1ccccc1)C1CCN(Cc2cccc3ccccc23)CC1,-1.6%,-7.8%,.,i,0.8,.,4.2%,.,.,.,.

# Reprinted at random: 3 compounds from above
SMILES,RSV antiviral HEp-2,PhoP inhibition,human PMI inhibitors,Myeloid diff 2,Myeloid diff 2 GFP+ MAC1+ %,XIAP antagonists,SIAH1 antagonists,WT yeast gro inh,WT yeast gro inh mutant strain,TNAP activators,PMI inhibitors
CCCNC(=O)CN1C(=O)NC2(CCCc3cc(OC)ccc32)C1=O (stereo unspecified),0.4%,-1.6%,10.1%,i,6.1,-3.2%,5.7%,-39.9,-13.0,1.1,18.2%
O=C(NCCc1ccc(Cl)cc1)C1(c2ccccc2)CC1,0.8%,6.4%,.,i,0.0,.,1.2%,.,.,.,.
Cc1ccc(CN2CCN(Cc3cn[nH]c3-c3cccc(F)c3)CC2CCO)o1 (stereo unspecified),0.3%,-5.1%,1.4%,i,0.3,-7.2%,-0.3%,0.0,8.8,1,-9.2%
